ARNT-TACC3 inh – ARNT/TACC3 interaction disruption; AID 623870; AlphaScreen His-ARNT PAS-B/GST-TACC3 binding, luminescence; TACC3 fragment carries E629A point mutation; inhibition, % at 9.99 µM; Q9Y6A5; 390,000 tested, 0.66% active;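 active = mean inhibition of replicates at least 50% and at least half of replicates each reaching 50%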;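 also: 0% = complete ARNT plus TACC3 wells and 100% = ARNT alone without TACC3; many hits fall short of the cut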
INS-1E GSIS act – primary screen for activators of insulin secretion dependent on glucose, INS-1E cells, GLuc reporter luminescence; INS-1E GLuc reporter insulin secretion, 2-3 h; activation, % at 16.6 µM; 370,000 tested, 0.61% active; AID 743287;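 active = lowest replicate activation of at least 40%, so every replicate reaches that level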;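 also: 0% = median of neutral control wells and 100% = median of IBMX positive control wells; some compounds called inactive have numbers as strong as hits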
RAD54 branch – inhibitors of human RAD54 branch migration; Q92698; RAD54 Holliday junction branch migration, FAM/BHQ fluorescence; inhibition, % at 10.4 µM; 360,000 tested, 0.14% active;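 active = mean normalized replicate activity at least 40 and at least half of replicates scoring 40 or more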;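 also: 0% = median of neutral control wells and 100% = median of positive control wells; inhibitors cause a drop in the FAM fluorescence signal; in these data hits start at about 50%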
Target sequence (Q92698 whole entry, looked up): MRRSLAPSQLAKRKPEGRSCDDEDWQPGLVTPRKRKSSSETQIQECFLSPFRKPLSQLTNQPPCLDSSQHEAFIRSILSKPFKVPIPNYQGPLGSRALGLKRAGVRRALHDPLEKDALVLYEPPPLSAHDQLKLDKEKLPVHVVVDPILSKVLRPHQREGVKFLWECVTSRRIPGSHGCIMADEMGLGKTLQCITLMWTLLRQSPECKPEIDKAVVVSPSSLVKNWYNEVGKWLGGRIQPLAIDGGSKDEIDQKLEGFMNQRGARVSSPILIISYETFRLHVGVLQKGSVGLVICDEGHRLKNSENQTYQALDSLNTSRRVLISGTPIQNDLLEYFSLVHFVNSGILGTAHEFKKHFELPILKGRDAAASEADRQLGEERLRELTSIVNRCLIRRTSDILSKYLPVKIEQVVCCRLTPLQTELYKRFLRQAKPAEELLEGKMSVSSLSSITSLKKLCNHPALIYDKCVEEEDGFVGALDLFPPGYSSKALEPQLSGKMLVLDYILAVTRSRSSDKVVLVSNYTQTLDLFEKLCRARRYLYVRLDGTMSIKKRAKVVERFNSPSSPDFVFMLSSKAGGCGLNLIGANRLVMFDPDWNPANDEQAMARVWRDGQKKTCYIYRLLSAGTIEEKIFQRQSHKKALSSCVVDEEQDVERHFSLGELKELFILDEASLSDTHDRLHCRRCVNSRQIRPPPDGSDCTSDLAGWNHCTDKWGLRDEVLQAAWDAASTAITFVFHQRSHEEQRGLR
XiGFP reactiv – X-chromosome reactivation activator | XiGFP mouse fibroblasts, % GFP-positive cells imaging, 3 d; cells co-treated with 5-aza-dC sensitizer; scaled so ellipticine positive control = 100% | activation, % at 7.58 µM | 360,000 tested, 0.055% active;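 active = mean normalized replicate activation at least 10% and every replicate at or above 10%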;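 also: 0% = median of on-plate neutral control wells and 100% = ellipticine 6 µM median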
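material = 68-5-11 XiGFP fibroblast line | medium = DMEM plus 5-aza-dC sensitizer | schedule = 3 days compound exposure | benchmarks = positive control ellipticine, 6 µM final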
F508del corr – correctors of CFTR F508del function in bronchial epithelial cells | AID 720511 | 350,000 tested, 0.36% active | CFBE cells, YFP halide quenching; stimulated with forskolin plus potentiator P3; % fluorescence drop versus neutral controls | activity (quench increase), % at 7.58 µM;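 active = mean added fluorescence quench of at least 8% versus neutral control, with both replicates also reaching 8%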;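 also: cells transiently co-express mutant CFTR-F508del with the halide-sensitive YFP; corrector assay measuring rescue of mutant channel to the surface after 24 h compound exposure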
ERAP1 HTS inh – blocks human ERAP1 aminopeptidase activity | Q9NZ08 | recombinant ERAP1, Leu-AMC fluorescence, 60 min | inhibition, % at 10.7 µM | 340,000 tested, 0.15% active;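 active = mean replicate inhibition of at least 30%, or all replicates individually reaching that 30% level; inactive = mean below 30% and not every replicate reaching it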;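 also: 0% = neutral control wells and 100% = L-leucinethiol positive control wells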
RAD52 inh – RAD52 (human) annealing inhibition | P43351 | recombinant RAD52 DNA annealing, FRET fluorescence | inhibition, % at 18.7 µM | 360,000 tested, 0.46% active | AID 651710;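 active = every replicate showing at least 50% inhibition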
esBAF inh – inhibitors of esBAF chromatin remodeling in mouse ES cells; Bmi1-luciferase knock-in reporter, 24 h; 100% = twice the neutral-well signal; reporter increase, % at 12.5 µM; 350,000 tested, 2% active; AID 602393; in the data active = activation above about 40%;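 also: 0% = median of the plate's neutral control wells and 100% = double that signal; a rise in the Bmi1 reporter signal indicates esBAF inhibition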
An asterisk follows results filed as active; . = no result given; & = joins results of further samples.

SMILES	ARNT-TACC3 inh	INS-1E GSIS act	RAD54 branch	XiGFP reactiv	F508del corr	ERAP1 HTS inh	RAD52 inh	esBAF inh
C[C@H](CO)N1C[C@H](C)[C@@H](CN(C)S(=O)(=O)c2ccc(F)cc2)Oc2ccc(NC(=O)Nc3ccc4c(c3)OCO4)cc2C1=O	2	-8	8	0.5	-1.1	11	-14	-2
N#CCCn1c(SCC(=O)Nc2ccc(N3CCOCC3)cc2)nc2ccccc21	-5	.	.	0.2	.	-1	-10	.
CSc1nnc(C)c(=O)n1COC(=O)COc1ccc(Cl)cc1Cl	-6	2	.	-0.1	0.7	-2	-15	-4
Cc1c(C(=O)c2ccc(F)cc2F)c2ccccn2c1CCC#N	1	-1	-7	0.1	0.6	-1	-12	.
N#Cc1ccc(S(=O)(=O)NCC(=O)OCC(=O)NCCc2ccccc2)cc1	-1	17	-8	-0.1	2.1	-2	-17	.
C=CCC[C@@H](Cc1ccc(F)cc1)C(=O)OC[C@@H](NC(=O)[C@@H](CC=C)CC(=O)N(CCO)Cc1ccccc1)c1ccccc1	2	.	5	0.0	3.9	2	0	9
CN(Cc1ccccc1)C(=O)[C@@H]1CCCN1C(=O)[C@@H]1CCCN1C(=O)OC(C)(C)C	.	-12	.	0.3	-1.4	0	-5	.
CCOc1ccc(CN(C)C(=O)c2ccc3c(c2)NC(=O)C(C)S3)cc1OC (stereo not given)	-1	8	8	0.0	0.5	1	-1	10
CCCC#Cc1ccc2c(c1)O[C@@H](CN(C)S(C)(=O)=O)[C@@H](C)CN([C@H](C)CO)S2(=O)=O	-3	-23	-9	0.6	2.3	3	6	-1
Cc1ccnc(NC(=O)CCC(=O)N(CC(=O)NCc2ccc(F)cc2)CC2CCCO2)c1 (stereo not given)	.	8	-3	0.0	-1.2	1	-10	-2
CNC(=O)CCSSCCC(=O)NC	-15	17	.	0.0	-1.0	3	-12	.
COc1cc(C=NNc2ccccc2[N+](=O)[O-])cc(OC)c1OC	.	18	14	0.4	-2.7	-9	-6	22
CCn1cc(C(=O)N[C@H](C(=O)NCCCOC)C(C)C)c(=O)c2cc3c(cc21)OCO3	-12	20	12	0.0	0.0	8	-13	-10
CCOc1ccc(CCNC(=O)c2[nH]c(C)c(C(C)=O)c2CC)cc1OCC	.	-7	.	0.0	2.1	4	-12	.
CSc1nc2n(n1)C(c1ccccn1)C1=C(CC(C)(C)CC1=O)N2 (stereo not given)	-13	8	13	.	.	.	.	3
Cc1cc(NC(=O)CSc2ncn(-c3ccccc3)n2)no1	-15	13	-4	.	.	.	.	-6
COc1ccc(C(=O)NNC(=O)CSc2nnc(-c3ccc(O)cc3)n2C)cc1	-6	19	.	0.1	0.7	6	-8	.
C[C@H]1CN([C@@H](C)CO)C(=O)c2cc(NC(=O)Nc3ccc(C(F)(F)F)cc3)ccc2O[C@H]1CN(C)C(=O)Nc1ccc(F)cc1	-10	10	5	0.2	-1.0	4	-2	-1
CCCNC(=O)C[C@H]1CC[C@H]2[C@@H](COC[C@@H](O)CN2C(=O)Nc2cccc(Cl)c2)O1	0	-24	-3	0.6	-1.1	-2	10	9
Cn1c2ccccc2c(=O)c2cc(C#Cc3ccsc3)ccc21	-3	7	3	0.3	-2.2	.	-19	62*
O=C(O)c1cccc(S(=O)(=O)N2CCC(n3nnc4cc(C(F)(F)F)ccc43)CC2)c1	.	6	0	0.0	-2.2	-2	16	-3
C[C@@H]1CN([C@H](C)CO)C(=O)c2cc(C#CCc3ccccc3)cnc2O[C@H]1CN(C)C(=O)C1CCC1	1	54*	-4	0.1	0.7	0	11	-2
Cc1cc(=O)oc2cc(OCC(=O)N3CCN(c4ccccc4)CC3)c(Cl)cc12	3	.	-4	-0.1	-1.1	2	-4	-1
Cc1ccc(-c2[nH]c3ccccc3c2SCCNC(=O)c2cc3ccccc3oc2=O)cc1	-4	.	5	0.1	-1.1	5	-5	9
C=CCNc1nc2c(c(=O)[nH]c(=O)n2C)n1CC(O)COc1ccc2ccccc2c1 (stereo not given)	-5	2	7	0.0	-0.8	-1	-7	-5

As a short view, some entries already given.
SMILES	ARNT-TACC3 inh	INS-1E GSIS act	RAD54 branch	XiGFP reactiv	F508del corr	ERAP1 HTS inh	RAD52 inh	esBAF inh
CN(Cc1ccccc1)C(=O)[C@@H]1CCCN1C(=O)[C@@H]1CCCN1C(=O)OC(C)(C)C	.	-12	.	0.3	-1.4	0	-5	.
CCOc1ccc(CN(C)C(=O)c2ccc3c(c2)NC(=O)C(C)S3)cc1OC (stereo not given)	-1	8	8	0.0	0.5	1	-1	10
CCCC#Cc1ccc2c(c1)O[C@@H](CN(C)S(C)(=O)=O)[C@@H](C)CN([C@H](C)CO)S2(=O)=O	-3	-23	-9	0.6	2.3	3	6	-1
Cc1ccnc(NC(=O)CCC(=O)N(CC(=O)NCc2ccc(F)cc2)CC2CCCO2)c1 (stereo not given)	.	8	-3	0.0	-1.2	1	-10	-2
CNC(=O)CCSSCCC(=O)NC	-15	17	.	0.0	-1.0	3	-12	.

The main list resumes; the 3 compounds before the break are reprinted first.
SMILES	ARNT-TACC3 inh	INS-1E GSIS act	RAD54 branch	XiGFP reactiv	F508del corr	ERAP1 HTS inh	RAD52 inh	esBAF inh
Cc1cc(=O)oc2cc(OCC(=O)N3CCN(c4ccccc4)CC3)c(Cl)cc12	3	.	-4	-0.1	-1.1	2	-4	-1
Cc1ccc(-c2[nH]c3ccccc3c2SCCNC(=O)c2cc3ccccc3oc2=O)cc1	-4	.	5	0.1	-1.1	5	-5	9
C=CCNc1nc2c(c(=O)[nH]c(=O)n2C)n1CC(O)COc1ccc2ccccc2c1 (stereo not given)	-5	2	7	0.0	-0.8	-1	-7	-5
C[C@@H]1CN([C@@H](C)CO)C(=O)c2cccc(NC(=O)C3CC3)c2O[C@@H]1CN(C)S(=O)(=O)c1ccc(Cl)cc1	-1	-1	10	-0.1	2.5	0	3	1
O=C(CSC(=S)N1CCCCC1)c1c(F)cccc1F	0	.	.	0.0	0.0	-1	5	.
CCOCCCNC(=O)c1ccc(N(C)S(=O)(=O)c2ccc(OC)cc2)cc1	-4	2	1	.	.	.	.	-6
COc1cccc(NC(=O)N(C)C[C@H]2Oc3cc(-c4ccccc4F)ccc3S(=O)(=O)N([C@@H](C)CO)C[C@@H]2C)c1	3	-14	1	0.9	-2.7	4	32	8
O=C(CSc1nc2ccccc2c(=O)n1Cc1ccccc1)Nc1ccc(Br)cc1C(=O)O	.	13	-12	0.1	0.8	1	-7	9
CN(C)C(=O)C[C@H]1CC[C@H]2[C@@H](COC[C@@H](O)CN2Cc2ccc(C(F)(F)F)cc2)O1	-4	8	9	0.4	-0.9	.	.	0
C[C@@H]1CN([C@@H](C)CO)C(=O)c2cc(NC(=O)Nc3ccccc3)ccc2O[C@@H](C)CCCCO[C@H]1CN(C)C(=O)C1CCCCC1	7	6	-3	0.3	-3.6	-1	-12	1
CCc1nc2c(OCc3ccc(OC)cc3)cccn2c1N(C)C(=O)c1ccc(OC)cc1	.	-11	-7	-0.1	2.7	0	-2	-1
CO[C@H]1CN(C)C(=O)c2cc(NC(=O)NC(C)C)ccc2OC[C@@H](C)N(C(=O)CC2CC2)C[C@H]1C	11	4	6	-0.4	-1.2	0	-7	-1
CC(CCc1ccccc1)NC(=O)CNC(=S)N(Cc1cccs1)C1CCCC1 (stereo not given)	-2	-45	.	-0.3	0.1	5	-33	.
CN1/C(=C/C=C(C#N)C#N)C=Cc2ccccc21	-3	7	.	-0.2	2.8	-2	-70	5
CCS(=O)(=O)N1CCCCN2[C@H](CO)[C@@H](c3ccc(-c4ccc(C#N)cc4)cc3)[C@H]2C1	-1	15	3	0.1	1.0	5	-12	3
CCN1/C(=N\N)c2cccc3cccc1c23	-6	5	.	0.3	6.6	-2	-36	.
COc1ccc(S(=O)(=O)Nc2ccc3c(c2)C(=O)N([C@H](C)CO)C[C@H](C)[C@H](CN(C)S(=O)(=O)c2ccccc2)O3)cc1	-6	-10	-3	-1.0	-0.6	-1	11	0
C[C@@H]1CCCCO[C@@H](CN(C)CC2CCCCC2)[C@H](C)CN([C@@H](C)CO)C(=O)c2cc(N(C)C)ccc2O1	6	4	14	-0.3	4.7	5	-4	-5
COc1cccc(-c2ccc([C@H]3[C@H](CO)N4CCCCN(CC5CCOCC5)C[C@@H]34)cc2)c1	17	.	5	.	1.8	-2	38	.
O=C1NCC(NC(=O)C(F)(F)F)c2cc3c(cc21)OCO3 (stereo not given)	32	-2	10	0.6	-0.4	5	-6	1
O=C(C[C@@H]1CC[C@@H]2[C@H](COC[C@H](O)CN2C(=O)c2cccnc2)O1)NCC1CC1	-5	3	6	0.0	1.0	0	2	-6
C=CCN=c1scc(C)n1/N=C/c1ccc(O)c(O)c1	16	20	.	0.7	11*	-1	-9	.
CC(C)NC(=O)COC(=O)c1ccccc1C(=O)c1ccccc1	-9	8	.	0.1	-0.8	-5	-75	.
O=C(CCNS(=O)(=O)c1ccccc1Cl)N1CCN(c2ccccn2)CC1	.	1	-22	-0.1	-3.8	1	-5	3
CCn1c(CSc2nnc(-c3ccncc3)n2CCOC)nc2cc(C(=O)O)ccc21	4	2	4	0.0	0.6	-18	-25	-2
CCC(C)[C@H]1CNC(=O)C(=O)N1CC1CCCCC1 (stereo not given in full)	.	-8	.	0.2	-6.2	0	6	.
COc1ccc(-c2nc3c(s2)CN(S(C)(=O)=O)CC3)cc1OC	-4	-12	4	0.0	-1.4	-1	-10	27
COc1ccc2oc(C(=O)OCC(=O)N3CCCC(C)C3)c(C)c2c1 (stereo not given)	12	-8	.	0.7	-1.3	0	-14	16
(next part)
SMILES	ARNT-TACC3 inh	INS-1E GSIS act	RAD54 branch	XiGFP reactiv	F508del corr	ERAP1 HTS inh	RAD52 inh	esBAF inh
Cc1n[nH]c(=O)nc1N/N=C/c1ccco1	53*	-1	5	0.0	-0.4	-2	-14	.
COc1ccc(/C=N/c2nc3ccccc3n2CCN2CCCCC2)cc1OC	-2	-2	1	.	-1.3	-2	-3	7
COC(=O)N(C)C[C@@H]1OCc2cn(nn2)CCCC(=O)N([C@@H](C)CO)C[C@@H]1C	.	3	.	-0.5	2.5	.	.	3
Cc1cc(OCC(=O)NCC(O)c2ccccc2)c2c(C)cc(=O)oc2c1 (stereo not given)	1	38	-9	0.0	2.8	1	-4	-1
CCOC(=O)CC(=O)NC(C)(C)CCCCC(C)(C)NC(=O)CC(=O)OCC	0	4	-1	0.0	1.3	0	7	-4
O=C(C[C@H]1C=C[C@@H](NC(=O)c2ccc3c(c2)OCO3)[C@@H](CO)O1)NCc1ccc(Oc2ccccc2)cc1	.	-20	.	0.2	2.4	-3	-5	.
O=C(NC1CCCCC1)N[C@@H]1CC[C@@H](CC(=O)N2CCOCC2)O[C@H]1CO	-8	10	1	0.1	0.2	1	5	-7
C(=N\Nc1ncnc2ccccc12)/c1ccccc1	30	2	7	0.0	0.5	0	-70	70*
CO[C@@H]1CN(C)C(=O)c2cc(NC(C)=O)ccc2OC[C@@H](C)N(CC2CC2)C[C@H]1C	-1	-5	3	0.6	2.8	-3	-9	-4
Cc1noc(C)c1NC(=O)N(C)C[C@H]1Oc2c(NS(=O)(=O)c3cccs3)cccc2C(=O)N([C@H](C)CO)C[C@@H]1C	-9&-24	18	-6&-2	-1.2&-0.2	-0.4&-5.2	-2&2	-1&-4	2&6
COc1ccc(NC(=O)C2CSC(C)(C)N2C=O)cc1 (stereo not given)	-7	5	2	0.0	.	.	.	1
